Source: PubChem (National Center for Advancing Translational Sciences (NCATS))
TSHR antag – human thyrotropin receptor antagonism; hit rate 0.2% among 330,000; TSHR-expressing cells, TSH-stimulated cAMP HTRF, 2 h; stronger effect = lower value; activity change, negative = inhibition, % at 11.5 µM;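 active means activity change below a set negative limit, meaning inhibition stronger than a set level, cut at about -70% in these data; inconclusive means activity change between two set negative limits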; further: on the % scale 0 is the no-effect control and ±100 the full control effect
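Freshly harvested TSHR cells receive pin-tooled compound, then EC80 TSH at 4nM final. After 2 hours at 37 deg C, antibody in lysis buffer and cAMP-d2 are added; 30 minutes at ambient temperature precede the HTRF read.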
hERG WT inh – inhibitors of human wildtype KCNH2 potassium channel. U2OS, BacMam KCNH2, thallium flux FluxOr; stronger effect = lower value. activity change, % at 1.84 µM. hit rate 0.37% among 340,000;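 active means maximum activity change below -70%; inconclusive means maximum activity change between -70% and -50%; inactive means maximum activity change above -50%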; further: on the % scale 0 is the no-effect control and ±100 the full control effect
Target sequence (Q12809 whole entry, looked up): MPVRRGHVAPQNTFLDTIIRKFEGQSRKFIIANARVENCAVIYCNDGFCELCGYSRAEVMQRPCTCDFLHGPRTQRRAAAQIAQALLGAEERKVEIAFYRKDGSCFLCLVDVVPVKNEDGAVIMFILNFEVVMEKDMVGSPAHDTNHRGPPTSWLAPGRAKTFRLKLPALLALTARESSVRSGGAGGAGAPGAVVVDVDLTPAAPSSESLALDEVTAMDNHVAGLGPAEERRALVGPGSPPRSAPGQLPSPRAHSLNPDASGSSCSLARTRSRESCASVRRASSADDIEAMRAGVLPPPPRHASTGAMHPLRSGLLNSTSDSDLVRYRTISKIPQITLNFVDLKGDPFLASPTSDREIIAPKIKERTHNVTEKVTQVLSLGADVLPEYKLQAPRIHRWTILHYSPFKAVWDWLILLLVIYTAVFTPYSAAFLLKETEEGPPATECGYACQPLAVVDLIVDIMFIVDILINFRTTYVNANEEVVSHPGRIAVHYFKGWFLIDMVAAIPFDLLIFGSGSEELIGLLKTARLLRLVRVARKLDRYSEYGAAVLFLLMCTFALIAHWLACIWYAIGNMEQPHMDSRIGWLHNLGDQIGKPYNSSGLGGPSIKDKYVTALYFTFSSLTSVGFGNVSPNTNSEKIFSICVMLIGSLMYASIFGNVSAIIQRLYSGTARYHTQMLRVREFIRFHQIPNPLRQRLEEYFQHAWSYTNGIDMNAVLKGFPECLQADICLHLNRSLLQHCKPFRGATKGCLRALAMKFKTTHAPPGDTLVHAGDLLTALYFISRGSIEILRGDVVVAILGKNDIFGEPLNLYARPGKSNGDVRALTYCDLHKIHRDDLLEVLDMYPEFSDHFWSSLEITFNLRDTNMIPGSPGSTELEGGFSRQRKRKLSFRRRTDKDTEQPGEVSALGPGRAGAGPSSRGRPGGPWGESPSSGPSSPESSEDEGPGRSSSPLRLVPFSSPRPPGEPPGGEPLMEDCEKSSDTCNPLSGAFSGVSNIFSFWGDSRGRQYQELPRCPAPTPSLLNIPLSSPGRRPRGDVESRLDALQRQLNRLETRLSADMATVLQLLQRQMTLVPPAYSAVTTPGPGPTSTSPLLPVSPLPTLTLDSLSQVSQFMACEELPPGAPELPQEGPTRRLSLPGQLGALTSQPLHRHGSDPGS
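U2OS cells were transduced with wild-type KCNH2 virus (2.03 x 10^8 / mL) for 4 h at room temperature, then cultured overnight at 37 C. Thallium flux was read with FluxOr dye. Rate constants were normalized to DMSO controls.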
FBPA coupling cs – inhibits coupling enzyme system, counter-screen for aldolase hits; coupling enzyme system counterscreen, AmpLite Red fluorescence; activity change, negative = inhibition, % at 58.2 µM, hits read low; hit rate 0.67% among 290,000; in the data active means activity change below about -30%; further: on the % scale 0 is the no-effect control and ±100 the full control effect
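Counterscreen lacking aldolase: glyceraldehyde-3-phosphate coupling-enzyme reagent preincubated 10 min at RT with compound (at 57.5 uM final), then substrate/coupling system with AmpLite Red added; fluorescence read at 525/598 nm after 20 min RT.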
Giardia killer – kills Giardia lamblia. Giardia lamblia trophozoite viability. activity change, % at 7.66 µM, hits read low. hit rate 0.15% among 340,000; in the data active means activity change below about -80%; inconclusive means between about -30% and that limit;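 further: parasites exposed to compound for two days anaerobically before the ATP read; on the % scale 0 is the no-effect control and ±100 the full control effect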
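Killing of trophozoites was scored by loss of ATP luminescence after a 48 hrs anaerobic exposure to compounds at 37 deg C, using 100 cells per well.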
CXXC DNA block – inhibitors of human MLL CXXC domain-DNA interaction. Q03164. MLL-CXXC / FITC-HOXA9 DNA fluorescence polarization. Potency, µM (titrated, usually from 115 µM), for inactives: at the top dose activity change, negative = inhibition, hits mostly inhibitors. hit rate 0.037% among 290,000. AID 2662; active means well fitted inhibition curve with a large enough effect in the polarisation, with a control signal flat, not every such curve was filed as active; inconclusive means small, poorly fitted or top-dose-only effect, or effect the other way, or a change in a side signal; inactive means no such curve, though single readings can be large or run the other way; the % refers to the polarisation; further: potency means the concentration at half of the fitted maximal effect
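Fluorescence polarization: 7 uM MLL-CXXC (stock) preincubated 5 min with compounds, then 50 nM fluorescein-HOX-A9 DNA (stock) added; 30 min ambient. Buffer 50 mM Tris-HCl pH 7.5, 50 mM NaCl, 1 mM DTT, 0.05% BSA.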
TCR act – activators of T cell receptors; primary human leukocytes, anti-CD3, IL-2 HTRF, 48 h; Potency, µM (series often up to 9.22 µM), for inactives: at the highest dose activation of IL-2 secretion, most hits filed as activators; 330,000 tested, under 10 active; AID 504894; further: % of control where 0% means no effect
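IL-2 produced over 48 hr by a-CD3 bead-stimulated primary human leukocytes exposed to compounds was detected with a homogeneous time-resolved FRET immunoassay, 665nm acceptor signal after 320nm excitation.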
AT treatment – potential ataxia-telangiectasia treatments restoring KAP-1 phosphorylation; […] A-T fibroblasts, KAP-1 phosphorylation AlphaLISA; neocarzinostatin DNA damage 30 min before lysis; Potency, µM (highest dose often 57.5 µM), inactives show at the highest dose activation, actives largely listed as activators; hit rate 0.19% among 320,000; further: potency means the concentration at half of the fitted maximal effect; % of control where 0% means no effect; nearly all actives have a fitted effect of over 45% in size
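hTERT-immortalized A-T patient fibroblasts ([…]), 500 cells/well in OPTI-MEM, 1% FBS, got compounds for 60 min, then NCS for 30 min at 37C. Lysates were then assayed for phospho-KAP-1 by AlphaLISA (anti-pKAP1 donor, anti-KAP1 acceptor beads), 6 hr at 25C.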
BCR signal inh – blocks chronic active B-cell receptor signaling; AID 493014; hit rate 0.05% among 340,000; Potency, µM (series often up to 46.1 µM), inactives show top-dose ratio change, negative = lower green/red ratio, most hits filed as inhibitors; ABC-DLBCL IkBa-CBG/CBR reporter, luminescence ratio, 4 h; active means well fitted inhibition curve with a large enough effect in the signal ratio, with a control signal flat, not every such curve was filed as active; inconclusive means small, poorly fitted or top-dose-only effect, or effect the other way, or a change in a side signal; the % refers to the signal ratio;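 further: potency means the concentration at half of the fitted maximal effect; plate controls were basal doxycycline-induced cells for no effect and cells given 10 µM MG132 for full effect; MG132 reads +100%, hits lower the ratio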
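Concentration-response series (up to 46 uM) were applied to TMD8 dual-reporter cells for 4 h at 37C with doxycycline. Green/red ratio, after filter-overlap correction, defined %Activity; red signal alone was normalised to basal cells and zero luminescence.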
Tb PFK block – inhibitors of T. brucei phosphofructokinase; T. brucei PFK, ADP-Glo luminescence; hit rate 0.17% among 330,000; Potency, µM (doses to about 57.5 µM), for the others: at the highest dose activity, negative = inhibition, actives largely listed as inhibitors; AID 485367; O15648;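 further: potency means the concentration at half of the fitted maximal effect; 0% = uninhibited 1x PFK enzyme wells and -100% = no-enzyme wells; nearly all actives have a fitted effect of over 60% in size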
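ADP-Glo luminescence quantified ADP after 45 min at room temperature, with 1.25 nM T. brucei PFK, 0.1 mM ATP and 0.5 mM fructose-6-phosphate in pH 8.0 TEA buffer. qHTS titrations up to 57 µM; curves classified by quality.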
GALK inhibitor – inhibitors of human galactokinase; Potency, µM (titrated, usually from 57.5 µM), for inactives: at the highest dose activity change, negative = inhibition, actives largely listed as inhibitors; AID 1868; P51570; hit rate 0.007% among 270,000; Purified GALK, Kinase-Glo residual ATP luminescence; further: potency means the concentration at half of the fitted maximal effect; on the % scale 0 is the no-effect control and ±100 the full control effect
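Compounds were pin-transferred into ATP buffer (35 uM final), then GALK plus galactose (5 nM, 100 uM final) was added. After 1 h at room temperature, Kinase-Glo Plus was added and luminescence read after 10 min.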
The depositor's hits bear a star; ? = inconclusive; . = not tested or not shown; [ ] = remark or other dose. Unless noted, the call rests on the fitted dose curve; in most records, active means well fitted curve in the direction sought with a large enough effect; inconclusive means small, poorly fitted or top-dose-only effect, or another doubt; inactive means no such curve, though single readings can be large; an effect the other way counts as inactive or inconclusive.

smiles | TSHR antag | hERG WT inh | FBPA coupling cs | Giardia killer | CXXC DNA block | TCR act | AT treatment | BCR signal inh | Tb PFK block | GALK inhibitor
O=C(C1CCC(CNS(=O)(=O)c2cccc3nsnc23)CC1)N1CC=C(c2ccccc2)CC1 (stereo not drawn) | -29 | 3 | 0 | -7 | -5% | 1% | 25% | ? | -1% | 2%
Cc1nonc1NC(=O)CSc1nnc(-c2ccoc2C)n1CC(C)C | 26 | 0 | 2 | 2 | -1% | 2% | 1% | ? | 4% | -1%
CC(=O)c1cccc(OCC(O)CNCCc2ccc(Cl)cc2)c1 (stereo not drawn) | 8 | 1 | 2 | 2 | -1% | 9% | -2% | -1% | -5% | 4%
O=C(Cc1cccs1)Nc1nc2ccccc2s1 | 5 | 8 | 2 | 7 | -1% | 0% | -4% | ? | -3% | -3%
COCCN1C(=S)N[C@@H](c2ccccc2)C(C(=O)OC)=C1C | -5 | . | 0 | . | ? | . | 6% | -15% | 1% | .
CSCCC1NC(=O)N(CC(=O)Nc2c(C(C)C)cccc2C(C)C)C1=O (stereo not drawn) | 3 | 4 | -1 | 16 | 0% | 5% | -12% | 0% | 0% | 8%
Cc1c(-n2c(SC(C)C(=O)NC(N)=O)nc3ccccc3c2=O)c(=O)n(-c2ccccc2)n1C (stereo not drawn) | 4 | 4 | 2 | 3 | 15% | 6% | 11% | -3% | -1% | 1%
Cc1nc(N2CCN(Cc3ccc4c(c3)OCO4)CC2)c2cc(-c3ccccc3)sc2n1 | -41 | 13 | -1 | 20 | 1% | 3% | 0% | 2% | -4% | -2%
CC1Cc2ccccc2N1C(=O)CCn1c(=O)sc2ccccc21 (stereo not drawn) | 1 | -4 | -4 | -12 | 3% | 4% | -5% | -7% | 2% | -2%
CCCCc1ncc(CN2CCC(n3nccc3NC(=O)C(OC)c3ccccc3)CC2)[nH]1 (stereo not drawn) | -4 | 20 | . | 9 | -3% | 4% | 11% | -2% | -11% | -4%
O=C(CN1C(=O)S/C(=C\C=C\c2ccccc2)C1=O)Nc1ccccc1C(=O)O | -1 | -4 | 1 | -18 | -27% | 7% | -4% | -2% | -2% | -12%
On1nnc2ccc3ccccc3c21 | 1 | -9 | -2 | 13 | -3% | 2%[46.1 µM] | 0% | 1% | -2% | .
CCCc1nnc(NC(=O)CCC(=O)N2CCN(S(=O)(=O)c3ccc(OC)cc3)CC2)s1 | 11 | 12 | 0 | -11 | -3% | 12% | -1% | 2% | 13% | -3%
Cc1nnc(NC(=O)C2CCN(c3nnnn3-c3ccccc3)CC2)s1 | 8 | 9 | 2 | 17 | 5% | 13% | 10% | -1% | 4% | 3%
COc1ccc(Cl)cc1C(=O)NNC(=S)NC(=O)/C=C/c1ccco1 | 9 | 8 | 8 | ? | 7% | 5% | -7% | 2% | 2% | 9%
Cc1cccc(NC(=O)CSCC(=O)Nc2ccccc2C(=O)NC2CC2)c1 | 21 | -1 | . | 3 | . | 3% | 6% | ? | -8% | .
Cc1nc2cccc(C(=O)NCc3ccccc3)c2o1 | 4 | -5 | 0 | -9 | ? | -5% | 0% | ? | 2% | 0%
O=C(Cn1c(=O)oc2cc(S(=O)(=O)N3CCCC3)ccc21)N1CCN(c2ccccn2)CC1 | -3 | 5 | 3 | -17 | 5% | 7% | -14% | -4% | 2% | 0%
Cc1cccc(-c2nc(CS(=O)CC(=O)NC3CCCCC3)c(C)o2)c1 (stereo not drawn) | -15 | 2 | 3 | 0 | 18% | 4% | 1% | -2% | -2% | -1%
c1ccc(-c2ccc3c(c2)NC(C2Nc4cc(-c5ccccc5)ccc4O2)O3)cc1 (stereo not drawn) | 4 | -15 | 6 | 9 | 4% | -11% | -4% | -9% | 1% | 0%
COc1ccccc1C(=O)OCc1c(F)cccc1Cl | -8 | -4 | 0 | 24 | 0% | -9% | 3% | ? | -1% | 0%
Cn1c(=O)c2c(ncn2Cc2ccccc2)n(C)c1=O | -6 | 3 | 0 | 11 | 7% | -3%[46.1 µM] | -2% | ? | -2% | 3%
O=c1c(Cl)c(N2CCN(c3ccc(F)cc3)CC2)cnn1C12CC3CC(CC(C3)C1)C2 | 0 | 8 | 9 | 5 | 0% | -7%[46.1 µM] | -5% | 12% | 1% | 0%
COc1ccc2c(c1)c(C(=O)O)c(C)n2CCc1ccc(OC)c(OC)c1 | -24 | 9 | 0 | -5 | -7% | 1% | 8% | -4% | 0% | 0%
O=C(CCc1nc2ccccc2c(=O)[nH]1)N1CCN(S(=O)(=O)c2cccc([N+](=O)[O-])c2)CC1 | -2 | -8 | . | -3 | . | 4% | 5% | -10% | -6% | .
O=S(=O)(NCCSCc1ccc(Cl)cc1Cl)c1ccc2c(c1)OCCO2 | -20 | 0 | -1 | -9 | -1% | 4% | -4% | 4% | 2%[0.46 µM] | -3%
CCOc1cccc(NC(=O)c2ccc(S(=O)(=O)N3CCCC3)cc2)c1 | -4 | 7 | 4 | -6 | -6% | 5% | 14% | -5% | 3% | 1%
Cc1nn(C)cc1S(=O)(=O)Nc1ncccn1 | -3 | -14 | . | -1 | 29% | 0% | 6% | 5% | -4% | -3%
CC(C)(C)OC(=O)C[C@H]1C/C=C\C[C@H](CC(=O)N(CCO)Cc2ccccc2)C(=O)N2CCC[C@H]2COC1=O | -11 | . | . | 13 | . | 9% | 6% | 4% | 4% | .
O=C(COC(=O)c1ccc(Cl)c(S(=O)(=O)N2CCOCC2)c1)NCc1ccco1 | 2 | -4 | . | -17 | . | 3% | -4% | -5% | 1% | .
CC(=O)c1cc2c(cc1NC(=O)CSc1nc3ccccc3o1)OCO2 | . | 3 | 1 | -6 | 3% | -2% | 3% | -3% | 1% | 0%
CCOc1cc(NC(=S)NCCCN2CCOCC2)c(OCC)cc1NC(=O)c1ccccc1C | -2 | 1 | -12 | -4 | -5% | 2% | -5% | 6% | 19% | 1%
Cc1ccc(NC(=O)CSc2nnc(/N=C/N(C)C)s2)cc1 | 2 | 0 | 3 | -9 | 3% | -22% | -1% | -1% | 2% | -1%
O=C(CSc1nc2ccsc2c(=O)n1NC(=O)c1ccccc1)Nc1nccs1 | 16 | 24 | 8 | 11 | -25% | 1%[46.1 µM] | 0% | -4% | 1% | 1%
CCCCn1c(N)c(N(CCOC)C(=O)c2cccc(S(=O)(=O)N(C)c3ccc(C)cc3)c2)c(=O)[nH]c1=O | 4 | -10 | . | -6 | . | 5% | 22% | -2% | -8% | .
COc1ccc(S(=O)(=O)N2N=C(C)Oc3ccccc3C2=O)cc1 | 6 | -1 | 2 | -2 | -2% | -3% | -2% | ? | -2% | -2%
COc1cc(OC)cc(C(=O)Nc2ccc3c(c2)n(C)c(=O)n3C)c1 | -6 | -4 | 4 | ? | 8% | 5% | 5% | ? | 3% | -1%
O=C(NCC1CCCO1)C1CCN(S(=O)(=O)N2CCCC2)CC1 (stereo not drawn) | 9 | -1 | 2 | 4 | 0% | -21% | 1% | -1% | 0% | -1%
CC(=O)Nc1ccc(S(=O)(=O)NCCC(=O)OCc2nc(N)nc(Nc3ccccc3C)n2)cc1 | -2 | 8 | . | 20 | . | 6% | 5% | -3% | 0% | .
CCN(CC)C(=O)C1CCCN(c2ccccc2[N+](=O)[O-])C1 (stereo not drawn) | 7 | -7 | 0 | -29 | -18% | . | 2% | -10% | -5% | 0%
CC(NC(=O)Cn1cnnn1)c1cccc(C(F)(F)F)c1 (stereo not drawn) | 40 | -13 | -2 | 6 | 2% | -1% | 12% | -1% | -28% | -2%
O=C(Cn1cc(F)c(=O)[nH]c1=O)NCCO | 4 | 1 | 2 | -9 | 31%[activator] | 0% | 1% | -1% | 3% | 10%
CCOc1ccc(C(=O)NCC(=O)OCc2cc([N+](=O)[O-])cc3c2OCOC3)cc1OCC | -16 | -3 | 3 | -21 | -2% | -3% | 11% | -2% | 1% | -1%
O=[N+]([O-])c1cncc([N+](=O)[O-])c1Nc1cccc(O)c1 | 3 | 3 | 1 | ? | -1% | 0% | 7% | ? | -1% | 7%
O=[N+]([O-])c1cc([N+](=O)[O-])c(Oc2ccc(Br)cc2Br)cc1NN1CCCCC1 | 5 | -20 | 1 | -4 | 0% | -3% | 12% | 1% | -1% | .
CN1CCN(C(CNS(=O)(=O)c2ccc(Br)cc2)c2ccc3c(c2)OCO3)CC1 (stereo not drawn) | 4 | 29 | . | 6 | . | -3% | 4% | -9% | 0% | .
Cc1cc(C(=O)NNc2ccc(F)cc2F)no1 | -1 | 1 | 0 | -3 | -5% | 11% | -7% | 0% | -9% | 2%
